Bioassay records (PubChem)
HT1080-NT tox = kills 2HG-producing HT-1080-NT fibrosarcoma cells; HT-1080-NT fibrosarcoma viability, CellTiter-Glo ATP luminescence, 48 h; Potency, µM (highest dose often 46.1 µM), for inactives: at the top dose activity, negative = less viability, actives largely listed as cytotoxic; 360,000 compounds, 1.6% hits; AID 686970;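 note: NT is the 2HG producing partner of a matched IDH1 knockdown line; potency is the fitted concentration of half-maximal effect; 0% = DMSO-treated cells and -100% = media-only wells without cells; nearly all actives have a fitted effect of over 55% in size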
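Read-out is CellTiter-Glo luminescence after 10 minutes at room temperature, following 48 hours' compound treatment of HT-1080-NT cells (750 cells/well, RPMI, 5% FBS, 37 degrees C).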
GLP-1R agonist = GLP-1 receptor (human) agonism; Potency, µM (top dose mostly 45.6 µM), for the others: top-dose activation, most hits filed as activators; P43220; HEK293 GLP-1R CRE-luciferase, luminescence, 4-6 h; cells express a hypersensitive GLP-1R form; 380,000 compounds, 0.007% hits; note: potency is the fitted concentration of half-maximal effect; % of control where 0% means no effect
Target sequence (P43220 whole entry, looked up): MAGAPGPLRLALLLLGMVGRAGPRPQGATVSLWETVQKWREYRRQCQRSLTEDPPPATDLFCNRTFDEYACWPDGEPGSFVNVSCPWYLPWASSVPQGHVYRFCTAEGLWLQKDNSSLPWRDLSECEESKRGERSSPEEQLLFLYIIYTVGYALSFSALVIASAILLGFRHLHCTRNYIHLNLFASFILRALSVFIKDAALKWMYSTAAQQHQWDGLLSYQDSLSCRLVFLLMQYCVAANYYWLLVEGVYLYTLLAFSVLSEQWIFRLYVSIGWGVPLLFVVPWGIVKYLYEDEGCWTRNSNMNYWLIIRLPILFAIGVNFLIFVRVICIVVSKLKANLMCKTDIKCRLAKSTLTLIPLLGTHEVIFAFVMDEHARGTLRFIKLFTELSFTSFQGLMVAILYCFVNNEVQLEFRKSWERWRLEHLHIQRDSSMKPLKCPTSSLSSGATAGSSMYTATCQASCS
DRD3 agonist = agonists of human D3 dopamine receptor; P35462; D3R DiscoveRx beta-arrestin cells, luminescence, 90 min; max activation, %; 410,000 compounds, 0.58% hits; in the data active = max activation above about 30%; note: 0% is about no effect; mostly tested at two doses, the higher about 12 µM
Target sequence (P35462 whole entry, looked up): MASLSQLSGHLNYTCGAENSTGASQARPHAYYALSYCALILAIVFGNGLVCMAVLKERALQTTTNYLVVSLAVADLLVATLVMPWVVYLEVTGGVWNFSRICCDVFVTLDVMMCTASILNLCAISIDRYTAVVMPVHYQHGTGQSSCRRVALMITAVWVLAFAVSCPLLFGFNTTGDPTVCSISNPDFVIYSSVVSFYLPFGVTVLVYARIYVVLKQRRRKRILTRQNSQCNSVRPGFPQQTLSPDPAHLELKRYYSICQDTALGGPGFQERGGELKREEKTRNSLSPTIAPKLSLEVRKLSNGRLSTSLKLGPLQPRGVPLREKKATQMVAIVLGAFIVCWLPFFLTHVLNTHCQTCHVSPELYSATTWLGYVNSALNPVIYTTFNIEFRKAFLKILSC
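Cells at 1500/well, incubated overnight, then treated with pinned compounds (dopamine as control) for 90 min at 37 degrees C. DiscoveRx reagent added for 30 - 60 minutes at room temperature; luminescence read.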
DRD3 antagonist = blocks the human D3 dopamine receptor | P35462 | D3R cells, DiscoveRx beta-arrestin luminescence, antagonist mode; stronger effect = lower value | max response, negative = inhibition, % | 360,000 compounds, 2.5% hits | AID 652054; in the data active = max response below about -50%; inconclusive = no clear call, values can overlap the other calls; note: % is set by controls: 0 for no effect and ±100 for the full control effect; mostly tested at two doses, the higher about 12 µM
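Cells expressing the human receptor were seeded at 1500 cells/well, incubated overnight at 37 degrees C in 5% CO2, then exposed to library compounds with dopamine controls for 90 minutes at 37 degrees C before luminescent detection.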
SW480 rerep = induces DNA re-replication in SW480 colon adenocarcinoma cells. SW480 DNA re-replication, Hoechst DNA content imaging, 48 h. Potency, µM (top dose mostly 46.1 µM), for the others: top-dose re-replication activation, hits mostly activators. 340,000 compounds, 1.8% hits. AID 624297; note: potency is the fitted concentration of half-maximal effect; % of control where 0% means no effect; nearly all actives have a fitted effect of over 55% in size
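Quantitative HTS format with DMSO vehicle controls; 48 hr drug incubation at 37 C, then 40 min Hoechst staining and scanning imager measurement at 405 nm excitation.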
IL1B secr inh = inhibitors of inflammasome signaling (IL-1 beta secretion); THP-1 LPS/ATP IL-1B secretion, AlphaLISA, 16 h; stronger effect = lower value; activity change, % at 57.5 µM; 360,000 compounds, 4.7% hits; in the data active = activity change below about -50%; inconclusive = mostly about -30% to -49%; note: % is set by controls: 0 for no effect and ±100 for the full control effect
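Secreted IL-1B measured by AlphaLISA bead assay after 16 h compound exposure of THP-1 cells; compounds (final up to 57.5 uM) added 1 h before LPS (250 ng/mL) and ATP (1.25 mM) stimulation; lower signal means less secretion.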
KB-V1 MDR tox = KB-V1 MDR subline cytotoxicity | Potency, µM (doses to about 46.1 µM), for the others: top-dose activity change, negative = cytotoxicity, usual class: cytotoxic | KB-V1 MDR cells viability, CellTiter-Glo, 72 h | 400,000 compounds, 3.4% hits; note: potency is the fitted concentration of half-maximal effect; % is set by controls: 0 for no effect and ±100 for the full control effect; nearly all actives have a fitted effect of over 60% in size
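Potencies derive from concentration-effect curves fitted to normalized luminescence (CellTiter-Glo) of KB-V1 cells treated for 72 h at 37 degrees C in phenol-red-free DMEM containing 10% FBS.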
HT1080 IDH1KD tx = kills HT-1080 cells with IDH1 knockdown; HT-1080 IDH1 knockdown viability, ATP luminescence, 48 h; Potency, µM (highest dose often 46.1 µM), for inactives: at the top dose activity, negative = toxicity, most hits filed as cytotoxic; 360,000 compounds, 2% hits; AID 686971;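 note: potency is the fitted concentration of half-maximal effect; 0% = DMSO wells and -100% = cell-free medium wells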
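% activity derives from luminescence (CellTiter-Glo), normalised to DMSO and no-cell wells. HT-1080-IDH1KD cells, 750/well, had 48 h compound exposure at 37 °C.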
KB-3-1 cytotox = KB-3-1 parental cell cytotoxicity. Potency, µM (highest dose often 46.1 µM), without a hit: top-dose activity change, negative = cytotoxic, most hits filed as cytotoxic. 400,000 compounds, 1.4% hits. KB-3-1 viability, CellTiter-Glo ATP luminescence, 72 h; note: potency is the fitted concentration of half-maximal effect; % is set by controls: 0 for no effect and ±100 for the full control effect; nearly all actives have a fitted effect of over 60% in size
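Cells are dispensed, compounds pinned in, plates held at 37 °C for 72 h, then CellTiter-Glo is added and luminescence read after 10 minutes. Cell line: parental KB-3-1 in phenol-red-free DMEM, 10% FBS.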
* = called active by the depositor; [ ] = dose if it differs, or a comment. Unless noted, calls come from the whole dose curve; as a rule, active = well fitted curve in the direction sought with a large enough effect; inconclusive = small, poorly fitted or top-dose-only effect, or another doubt; inactive = no such curve, though single readings can be large; an effect the other way counts as inactive or inconclusive.

O=C1CN(C(=O)c2cc([N+](=O)[O-])ccc2Cl)C(c2ccccc2)c2cc(F)ccc2N1 (stereo not given) was read as HT1080-NT tox 0%, GLP-1R agonist 5%, DRD3 agonist 4, DRD3 antagonist 15, SW480 rerep -3%, IL1B secr inh 0, KB-V1 MDR tox 3%, HT1080 IDH1KD tx -10% and KB-3-1 cytotox 19%.
Screening Nc1nc(SCC(=O)Nc2c(Br)cc([N+](=O)[O-])cc2Br)n[nH]1 returned HT1080-NT tox -18%, GLP-1R agonist -2%, DRD3 agonist 0, DRD3 antagonist -1, SW480 rerep -7%, IL1B secr inh -6, KB-V1 MDR tox 19%, HT1080 IDH1KD tx 1% and KB-3-1 cytotox 0%.
For Cc1ccc(C(=O)N(CN2CCCC2=O)c2ccc(F)cc2)cc1 the results were HT1080-NT tox 2%, GLP-1R agonist -13%, DRD3 agonist -72, DRD3 antagonist -9, SW480 rerep -2%, IL1B secr inh 0, KB-V1 MDR tox inconclusive, HT1080 IDH1KD tx 6% and KB-3-1 cytotox -5%.
Nc1ccc(C(=O)N2N=C(c3ccccc3)CC2(O)C(F)(F)F)cc1 (stereo not given) was read as HT1080-NT tox 0%, GLP-1R agonist 13%, DRD3 agonist 0, DRD3 antagonist -5, SW480 rerep -4%, IL1B secr inh 0, KB-V1 MDR tox 23%, HT1080 IDH1KD tx 2% and KB-3-1 cytotox 0%.
Screening Cc1cccc(-n2cc(CN3CCN(C(=O)c4ncn[nH]4)CC3)c(-c3cccc(F)c3)n2)c1 returned HT1080-NT tox 0%, GLP-1R agonist 2%, DRD3 agonist -1, DRD3 antagonist -7, SW480 rerep -7%, IL1B secr inh 0, KB-V1 MDR tox -8%, HT1080 IDH1KD tx 5% and KB-3-1 cytotox -4%.
Screening CCCOc1ccc(-c2nnn(CC(=O)c3c[nH]c4ccccc34)n2)cc1 returned HT1080-NT tox -1%, GLP-1R agonist -1%, DRD3 agonist -8, DRD3 antagonist -16, SW480 rerep 14%, IL1B secr inh 20, KB-V1 MDR tox -15%, HT1080 IDH1KD tx -1% and KB-3-1 cytotox 10%.
Screening CC(O)[C@H](NC(=O)C1CCN(C(=O)[C@H](Cc2ccccc2)NC(=O)OC(C)(C)C)CC1)C(=O)O (stereo not given in full) returned HT1080-NT tox 8%, GLP-1R agonist -2%, DRD3 agonist -1, DRD3 antagonist 25, SW480 rerep -13%, IL1B secr inh 1, KB-V1 MDR tox 13%, HT1080 IDH1KD tx 9% and KB-3-1 cytotox 1%.
CC(C)(C)S(=O)N1Cc2cc(C(=O)N3CCc4ccccc4C3)nc(-c3cccc(-c4ccncc4)c3)c2[C@H]1CCO (stereo not given in full) was read as HT1080-NT tox -25%, GLP-1R agonist 16%, DRD3 agonist 2, DRD3 antagonist 14, IL1B secr inh -27, KB-V1 MDR tox 1%, HT1080 IDH1KD tx -17% and KB-3-1 cytotox 0%.
Screening Cc1ccc(OCC(=O)N2N=C(c3ccc(Cl)cc3)CC2c2ccco2)c([N+](=O)[O-])n1 (stereo not given) returned HT1080-NT tox -27%, GLP-1R agonist 10%, DRD3 agonist 2, DRD3 antagonist 6, SW480 rerep -4%, IL1B secr inh -54*, KB-V1 MDR tox -12%, HT1080 IDH1KD tx -26% and KB-3-1 cytotox 2%.
`O=C1c2ccccc2S(=O)(=O)N1Cc1nc2ccccc2s1` gave HT1080-NT tox 5%, GLP-1R agonist -21%, DRD3 agonist 1, DRD3 antagonist 3, SW480 rerep 6%, IL1B secr inh 29, KB-V1 MDR tox 3%, HT1080 IDH1KD tx 5% and KB-3-1 cytotox 0%.
`CC(=O)c1ccc(NC(=O)c2cnn3c(C(F)F)cc(C4CC4)nc23)cc1` gave HT1080-NT tox 11%, GLP-1R agonist 5%, DRD3 agonist 2, DRD3 antagonist 2, SW480 rerep 3%, IL1B secr inh -2, KB-V1 MDR tox 15%, HT1080 IDH1KD tx 7% and KB-3-1 cytotox 19%.
Screening Cc1c(C)n(C(=O)CSc2ncn[nH]2)c2ccccc12 returned HT1080-NT tox 3%, GLP-1R agonist 19%, DRD3 agonist -3, DRD3 antagonist 12, SW480 rerep -6%, IL1B secr inh -12, KB-V1 MDR tox 26%, HT1080 IDH1KD tx 4% and KB-3-1 cytotox 3%.
`COc1cccc(N2CCN(CC(=O)C34CC5CC(CC(C5)C3)C4)CC2)c1` gave HT1080-NT tox 0%, GLP-1R agonist -13%, DRD3 agonist -1, DRD3 antagonist -4, SW480 rerep -5%, IL1B secr inh 0, KB-V1 MDR tox -5%, HT1080 IDH1KD tx 3% and KB-3-1 cytotox 7%.
CCOC(=O)N1CCC(N2C(=O)c3ccccc3C2Nc2cc(OC)c(OC)c(OC)c2)CC1 (stereo not given) was read as HT1080-NT tox 16%, GLP-1R agonist -2%, DRD3 agonist -1, DRD3 antagonist -6, SW480 rerep 13%, IL1B secr inh -19, KB-V1 MDR tox 0%, HT1080 IDH1KD tx -6% and KB-3-1 cytotox -8%.
Screening O=S(=O)(N/N=C/c1cn(Cc2ccccc2)c2ccccc12)c1ccccc1 returned HT1080-NT tox -12%, GLP-1R agonist 3%, DRD3 agonist -8, DRD3 antagonist 0, SW480 rerep 18%, IL1B secr inh -9, KB-V1 MDR tox 21µM*, HT1080 IDH1KD tx -24% and KB-3-1 cytotox inconclusive.
N#Cc1ccc(-c2c(-c3ccccc3)ncc3cc(F)ccc23)cc1 was read as HT1080-NT tox -22%, GLP-1R agonist 0%, DRD3 agonist -25, DRD3 antagonist 5, SW480 rerep -60%[inhibitor][9.22 µM], IL1B secr inh -2, KB-V1 MDR tox 18%, HT1080 IDH1KD tx -10% and KB-3-1 cytotox -6%.
Screening CC1CCc2c(sc(NC(=O)CCCn3cnc([N+](=O)[O-])n3)c2C(N)=O)C1 (stereo not given) returned HT1080-NT tox 0%, GLP-1R agonist 10%, DRD3 agonist 10, DRD3 antagonist 3, SW480 rerep 0%, IL1B secr inh -25, KB-V1 MDR tox -1%, HT1080 IDH1KD tx 1% and KB-3-1 cytotox -4%.
Screening CC(C)CC(=O)Nc1ccc(C(=O)COC(=O)CN2C(=O)NC3(CCCCC3C)C2=O)cc1 (stereo not given) returned HT1080-NT tox -2%, GLP-1R agonist -5%, DRD3 agonist 3, DRD3 antagonist -1, SW480 rerep -5%, IL1B secr inh 1, KB-V1 MDR tox 18%, HT1080 IDH1KD tx 4% and KB-3-1 cytotox -1%.
CCOC(=O)C1CCCN(C(=O)CCn2nc(-c3ccccc3)ccc2=O)C1 (stereo not given) was read as HT1080-NT tox -6%, GLP-1R agonist -1%, DRD3 agonist -6, DRD3 antagonist -10, SW480 rerep -10%, IL1B secr inh 22, KB-V1 MDR tox inconclusive, HT1080 IDH1KD tx -3% and KB-3-1 cytotox 0%.
`CCN(Cc1nc2ccccc2c(=O)[nH]1)C(=O)c1cc(C2CC2)nn1-c1ccccc1` gave HT1080-NT tox -1%, GLP-1R agonist 9%, DRD3 agonist 5, DRD3 antagonist 2, SW480 rerep -7%, IL1B secr inh 7, KB-V1 MDR tox 0%, HT1080 IDH1KD tx -7% and KB-3-1 cytotox -10%.

Next section; it opens with the two that closed the last part.
CCOC(=O)C1CCCN(C(=O)CCn2nc(-c3ccccc3)ccc2=O)C1 (stereo not given) was read as HT1080-NT tox -6%, GLP-1R agonist -1%, DRD3 agonist -6, DRD3 antagonist -10, SW480 rerep -10%, IL1B secr inh 22, KB-V1 MDR tox inconclusive, HT1080 IDH1KD tx -3% and KB-3-1 cytotox 0%.
`CCN(Cc1nc2ccccc2c(=O)[nH]1)C(=O)c1cc(C2CC2)nn1-c1ccccc1` gave HT1080-NT tox -1%, GLP-1R agonist 9%, DRD3 agonist 5, DRD3 antagonist 2, SW480 rerep -7%, IL1B secr inh 7, KB-V1 MDR tox 0%, HT1080 IDH1KD tx -7% and KB-3-1 cytotox -10%.
`O=c1c(-c2cccc3ccccc23)[n+]([O-])c2ccccc2n1O` gave HT1080-NT tox 0%, GLP-1R agonist -8%, DRD3 agonist -2, DRD3 antagonist -53*, SW480 rerep -5%[9.22 µM], IL1B secr inh 33, KB-V1 MDR tox 8%, HT1080 IDH1KD tx 1% and KB-3-1 cytotox -2%.
Screening CC(OC(=O)C1CC1)C(=O)Nc1cc(C(F)(F)F)ccc1Cl (stereo not given) returned HT1080-NT tox 9%, GLP-1R agonist 7%, DRD3 agonist -4, DRD3 antagonist 6, SW480 rerep -4%, IL1B secr inh 30, KB-V1 MDR tox -5%, HT1080 IDH1KD tx 7% and KB-3-1 cytotox -5%.
Screening Cc1cccn2c(=O)c3cc(C(=O)NCc4ccccc4)c(=N)n(CCCN4CCOCC4)c3nc12 returned HT1080-NT tox 1%, GLP-1R agonist -2%, DRD3 agonist -6, DRD3 antagonist 1, SW480 rerep 5.2µM*, IL1B secr inh -28, KB-V1 MDR tox 0%, HT1080 IDH1KD tx 1% and KB-3-1 cytotox inconclusive.
`COc1ccc(C(c2nnnn2Cc2ccccc2)N2CCN(C(=O)c3ccco3)CC2)cc1` (stereo not given) gave HT1080-NT tox 4%, GLP-1R agonist 1%, DRD3 agonist -3, DRD3 antagonist -7, SW480 rerep 2%, IL1B secr inh -8, KB-V1 MDR tox -15%, HT1080 IDH1KD tx -2% and KB-3-1 cytotox 7%.
Screening CC(NC(=O)CN1C(=O)NC2(CCc3ccccc32)C1=O)c1ccccc1 (stereo not given) returned HT1080-NT tox -1%, GLP-1R agonist 2%, DRD3 agonist 2, DRD3 antagonist -14, SW480 rerep -3%, IL1B secr inh 31, KB-V1 MDR tox inconclusive, HT1080 IDH1KD tx 8% and KB-3-1 cytotox 10%.
